Bioassay records as filed in PubChem BioAssay.
p53ts 39C kill = p53ts cell cytotoxicity, nonpermissive temperature. H1299-p53A138V viability at 39C, ATP luminescence, 24 h. Potency, µM (titrated, usually from 46.1 µM), for inactives: at the highest dose activity change, negative = cell killing, actives largely listed as cytotoxic. 130,000 tested, 1.5% active. AID 902; note: nearly all actives have a fitted effect of over 55% in size
Imprint erasure = genomic imprint erasure induction; mouse ES Peg3-LacZ reporter, beta-gal luminescence, 40 h; Potency, µM (series often up to 60.7 µM), inactives show at the top dose activity change, positive = activation, usual class: activators; 110,000 tested, 0.02% active; AID 1948;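 note: 0% = negative control wells on the plate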
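Each well holds 300 Peg3LacZ-Neo (maternal) female ES cells incubated 40 h at 37C, 5% CO2. LacZ is measured by BetaGlo luminescence, with AC50 and maximum efficacy derived from dose-response curves.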
p53ts 32C kill = p53ts cell cytotoxicity, permissive temperature; 130,000 tested, 0.93% active; AID 924; H1299-p53A138V at 32C, ATP luminescence viability, 24 h; Potency, µM (series often up to 46.1 µM), for inactives: top-dose activity change, negative = cytotoxicity, most hits filed as cytotoxic;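 note: 0% = DMSO and -100% = full killing by reference compound; nearly all actives have a fitted effect of over 55% in size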
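Cells: H1299 p53ts (A138V), 600/well, pre-incubated 16–30 h at 37C. Cpd up to 46 uM, 24 h, 32C. Readout: ATPlite luminescence, 20 min RT. Normalization: DMSO vs tamoxifen 100 uM. AC50 by Hill equation.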
IkB sig inh = suppresses IkB signaling in ABC-DLBCL reporter cells; ABC-DLBCL IkBa-CBG/CBR dual luciferase ratio, 4 h; response scale: scaled: untreated 0%, proteasome inhibitor 100%; Potency, µM (top dose mostly 57.1 µM), for the others: at the top dose IkBa stabilization activation; 110,000 tested, 0.04% active; AID 445; active = well fitted curve in the direction sought with a large enough effect in the signal ratio, not every such curve was filed as active; inconclusive = small, poorly fitted or top-dose-only effect, or a change in a side signal; the % refers to the signal ratio;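 note: the direction sought is a rising ratio; 0% = basal untreated cells and 100% = reference inhibitor full response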
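Curves were fitted separately to fusion (green), unfused (red) and ratio luminescence, then classed by r2, magnitude and activity. Cells: OCI-Ly3, 4 h compound plus doxycycline at 37C; 10 uM MG-132 defined full response.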
* marks the source's active call; other numbers are inactive results; ? = inconclusive; / = not tested or not shown; [ ] = remark or other dose. Unless noted, calls come from the whole dose curve; as a rule, active = well fitted curve in the direction sought with a large enough effect; inconclusive = small, poorly fitted or top-dose-only effect, or another doubt; inactive = no such curve, though single readings can be large; an effect the other way counts as inactive or inconclusive. Unless noted, % is set by controls: 0 for no effect and ±100 for the full control effect; potency is the fitted concentration of half-maximal effect.

mol | IkB sig inh | Imprint erasure | p53ts 39C kill | p53ts 32C kill
COC(=O)C1(CCSC)NC(c2ccc(O)cc2)C2C(=O)N(c3ccc4c(c3)OCCO4)C(=O)C21 (stereo unspecified) | -0.1% | 14.1% | -6.3% | -1.0%
CCOc1ccc(Nc2oc(/C=C/c3ccc(F)cc3)nc2C#N)cc1 | 0.0% | 22.6%[10.9 µM] | -13.0% | 10.2%
Cc1ccc(-n2nc3c(=O)n(CC(=O)NC(C)C)nc(C)c3c2C)cc1 | 1.5% | 7.6%[10.9 µM] | ? | 4.9%
COc1ccccc1C(=O)N1CCN(c2cccc(Cl)c2)CC1 | 1.9% | -22.4% | -15.5% | 2.7%
O=[N+]([O-])c1cc(-c2nc(-c3ccccc3)no2)ccc1NC1CCCC1 | 21.0% | -20.1%[10.9 µM] | 10.1% | 3.7%
N#Cc1ccc(OCC(=O)NCCc2ccc(S(N)(=O)=O)cc2)cc1 | 3.2% | -5.1% | 0.9% | 7.1%
Cc1ccc(C(NC(=O)N2CC(C)OC(C)C2)C(Cl)Cl)cc1F (stereo unspecified) | / | / | -22.4% | -14.3%
COCCN1CCN(c2c(C)c(C)nc3cc(-c4cccc(OC)c4)nn23)CC1 | -1.0% | -11.8% | -8.2% | -13.0%
COc1cccc(C(=O)Nc2ccccc2-c2nc3ccccc3s2)c1 | -1.3% | 9.0%[10.9 µM] | 37.9%[activator] | -2.3%
CCOC(=O)C1=C(C)N=c2s/c(=C\c3cccn3C)c(=O)n2C1c1cccc(OC)c1OC (stereo unspecified) | -2.1% | -13.4% | 1.9% | 26.8%
CCOC(=O)COc1ccc(Cl)cc1C1NC(=O)NC(C)=C1C(C)=O (stereo unspecified) | -0.5% | -2.0% | 4.6% | -2.6%
CC1CCN(C(=O)CSc2nnc(NC(=O)Nc3ccccc3)s2)CC1 | 13.7% | 3.4%[10.9 µM] | -1.9% | 2.9%
Cc1ccc(NC(=O)CSc2ccc(-c3sc(-c4ccccc4)nc3C)nn2)cc1F | ? | -8.2%[10.9 µM] | -22.8% | 6.9%
CCc1c(C)nc2nc(-c3ccccc3)nn2c1NCc1ccc(C)cc1 | ? | -9.4%[10.9 µM] | ? | 34.4%[activator]
Cc1ccc(CCNC(=O)C2CCN(C(=O)c3sccc3-n3cccc3)CC2)cc1 | 0.7% | -23.5% | -1.6% | 10.0%
CSc1ccccc1C(=O)NC1CC2CCC1C2 (stereo unspecified) | -1.7% | -8.4% | 10.8% | 2.2%
COc1ccccc1NC(=O)C1=C(C)Nc2c(C(=O)Nc3ccc(F)cc3)cnn2C1c1cccc([N+](=O)[O-])c1 (stereo unspecified) | ? | -11.3%[10.9 µM] | 17.8% | 3.4%
O=C(Nc1nnc(-c2ccccc2)o1)NC1CCCCC1 | ? | -12.2% | -18.0% | -7.1%
CCCCCn1ccc(=O)c2c(C(F)(F)F)nccc21 | / | / | 10.7% | 3.5%
Brc1ccc(-c2nnc3sc(CN4CCCCC4)cn23)cc1 | 4.4% | -15.3%[10.9 µM] | 32.4%[activator] | 10.3%
CC1CC(=O)c2cnc(NCC3CCCO3)nc2C1 (stereo unspecified) | 2.6% | -5.6% | 1.2% | -8.5%
COc1cccc(N2C(=O)C(CC(=O)Nc3ccc(F)cc3)N(C3CCCCC3)C2=O)c1 (stereo unspecified) | 1.8% | -3.6% | 5.3% | 4.1%
COc1ccc(S(=O)(=O)Nc2ccc(F)c(F)c2)cc1Cl | 4.8% | -7.4% | 9.6% | 13.8%
Cc1ccccc1OCC(=O)Nc1ccc(S(=O)(=O)N(Cc2ccccc2)c2ccccc2)cc1 | -0.3% | -14.2%[10.9 µM] | 12.1% | -2.4%
Cc1ccc(NC(=O)c2cnc(SCC(=O)N3CCOCC3)n(C)c2=O)cc1 | 14.6% | -14.8%[10.9 µM] | 4.4% | -9.5%
Cc1cccc(CS(=O)(=O)Cc2ccc(C(=O)NC(C)c3ccccc3)o2)c1 (stereo unspecified) | 1.0% | -14.5%[10.9 µM] | -19.3% | 13.3%
O=C(Nc1ccc2c(c1)OCO2)C1CCN(c2ccc(S(=O)(=O)N3CCOCC3)cc2)CC1 | -0.4% | -3.6% | 4.5% | 2.7%
COc1ccc(-c2nc3cnccn3c2Nc2ccc3c(c2)OCO3)cc1 | 1.1% | -14.9% | 5.6% | 17.4%
O=C(O)C1C2C=CC3(O2)C1C(=O)N1c2ccccc2COC13 (stereo unspecified) | -0.4% | 5.9% | 11.2% | -1.2%
CCN(C(=O)c1cc2c(=O)oc3ccccc3c2s1)c1ccccc1F | 0.5% | -10.1%[10.9 µM] | 11.0% | 8.4%
CCOc1ccc(C2N(c3cc(C)on3)C(=O)C3CCCN32)cc1OC (stereo unspecified) | 0.2% | -12.1% | -10.2% | -8.0%
CCN(CC)S(=O)(=O)c1ccc(C(=O)NCCSc2c(-c3ccc(C)cc3)[nH]c3ccccc23)cc1 | 0.7% | -13.2%[10.9 µM] | -8.8% | -0.2%
CCNC(=O)N1C(=O)C2(OCCO2)c2ccccc21 | 0.3% | 2.4% | 5.5% | -2.5%
COC(=O)c1ccccc1NC(=O)C1=CC(c2ccc(C)cc2)=NS(=O)(=O)N1C | ? | -11.2%[10.9 µM] | -15.8% | -1.3%
COc1ccccc1CNCc1cc(OC)c(OC)cc1OC | 1.3% | -14.0% | -3.4% | -11.5%
N=c1c2c3c(sc2ncn1N)CCCCC3 | 0.9% | 16.6% | -25.8% | 3.9%
Cc1ccc(OCCSc2nc3ccc(NC(=O)COc4ccc(C)cc4)cc3s2)cc1 | -2.6% | 12.6%[10.9 µM] | 8.4% | 7.1%
COCCNc1ncnc2c1c(-c1ccccc1)cn2-c1cccc(Cl)c1 | ? | -12.4%[10.9 µM] | -3.8% | 1.0%
COc1ccc(NC(=O)c2ccco2)cc1NC(=O)c1cccs1 | -7.5% | -20.9% | -3.3% | 3.0%
CC(=O)Nc1ccc(S(=O)(=O)N2CCN(C(=O)N3CCOCC3)CC2)cc1 | 0.4% | 0.8% | 19.0% | 11.8%

Reformatted with two lines to a compound: 5 of the compounds above.
Each structure is followed by: IkB sig inh | Imprint erasure | p53ts 39C kill | p53ts 32C kill
> COC(=O)c1ccccc1NC(=O)C1=CC(c2ccc(C)cc2)=NS(=O)(=O)N1C
→ ? | -11.2%[10.9 µM] | -15.8% | -1.3%
> N=c1c2c3c(sc2ncn1N)CCCCC3
→ 0.9% | 16.6% | -25.8% | 3.9%
> CC(=O)Nc1ccc(S(=O)(=O)N2CCN(C(=O)N3CCOCC3)CC2)cc1
→ 0.4% | 0.8% | 19.0% | 11.8%
> COc1ccc(NC(=O)c2ccco2)cc1NC(=O)c1cccs1
→ -7.5% | -20.9% | -3.3% | 3.0%
> CCNC(=O)N1C(=O)C2(OCCO2)c2ccccc21
→ 0.3% | 2.4% | 5.5% | -2.5%

Continuation.
mol | IkB sig inh | Imprint erasure | p53ts 39C kill | p53ts 32C kill
CCN(CC)CCNS(=O)(=O)c1ccc(Cl)cc1 | 1.0% | -8.1% | -11.6% | -2.7%
CCN(c1ccccc1)S(=O)(=O)c1nnc(NC(=O)COc2ccccc2F)s1 | ? | -11.5%[10.9 µM] | -5.3% | -7.7%
CN(C)/C=C1\N=C(c2ccc3c(c2)OCO3)OC1=O | -6.5% | -49.3%[inhibitor] | -13.3% | -13.7%
Cc1ccc2oc(=O)c3c4cc(O)c(O)c(C)c4oc3c2c1 | / | -7.3% | -1.5% | -4.9%
COc1ccc(NC(=O)Cn2nc(-c3ccncc3)ccc2=O)cc1Cl | 1.4% | 19.3%[10.9 µM] | -23.4% | -3.5%
O=C1c2ccccc2C(=O)N1CCc1nc(-c2ccccn2)no1 | ? | -16.1% | 1.7% | 6.6%
O=C(O)CCCCCN=C1CCc2ccccc2N1 | ? | 10.0% | 3.9% | 1.6%
N#Cc1cccc(NC(=O)N2CC[C@@]3(CCCNC3)C2)c1 | -0.8%[11.4 µM] | / | 1.8% | -2.5%
Cc1nn2c(=O)cc(COC(=O)c3ccc(NC(=O)c4ccc(C(C)(C)C)cc4)cc3)nc2s1 | -0.6% | -17.9%[10.9 µM] | ? | -7.3%
C=CCn1c2ccccc2c2nnc(SCC(=O)NC(C(=O)OC)C(C)C)nc21 (stereo unspecified) | -2.0% | -4.5% | -1.3% | 5.3%
Cc1ccc(C)c(NC(=O)Cn2c(=O)n(Cc3nc(C)no3)c(=O)c3cc4c(cc32)OCO4)c1 | 0.8% | 3.2%[10.9 µM] | 18.0% | 0.1%
O=C1NC(Nc2nc3ccccc3s2)(C(F)(F)F)C(=O)N1C1CCCCC1 (stereo unspecified) | ? | 5.3% | ? | -26.8%
Cc1ccc(CNC(=O)c2ccc(Cn3nc(C)c(Cl)c3C)o2)cc1 | ? | -12.7% | -2.1% | -6.2%
Cc1ccc(C)c(N2CCN(S(=O)(=O)c3cc(C(=O)Nc4cc(Cl)cc(Cl)c4)ccc3F)CC2)c1 | 2.5% | 17.2%[10.9 µM] | -6.6% | 2.5%
CCc1ccc(C(=O)c2cn(Cc3ccccc3)c3cc(OC)c(OC)cc3c2=O)cc1 | ? | -5.1%[10.9 µM] | ? | 1.1%
O=S(=O)(CCc1nc2ccccc2o1)c1ccc(Cl)c(Cl)c1 | 0.8% | -4.6% | 4.2% | -2.6%
CCOc1cccc(NC(=O)CSc2ncc(-c3ccccc3)[nH]2)c1 | ? | -13.2%[10.9 µM] | -11.6% | 5.3%
CCOC(=O)C1CCN(CC(=O)Nc2c(C(=O)OC)[nH]c3cccc(C)c23)CC1 | -1.3% | 7.1% | 5.6% | 2.9%
CC(=O)c1sc(NC(=O)c2ccc(Cn3cc(Br)cn3)o2)nc1C | -1.3% | -21.6% | 8.1% | 0.5%
COc1ccc(NC(=O)c2ccc3oc(=O)c(S(=O)(=O)c4ccc(F)cc4)cc3c2)cc1OC | ? | -8.3%[10.9 µM] | ? | ?
CN1CCN(c2ncc3nc(-c4cn(C)c5ccccc45)c(=O)n(CCC#N)c3n2)CC1 | ? | -7.0% | -9.3% | -8.6%
CC(=O)c1c(N(C)C)ccnc1C(F)(F)F | 2.1% | 5.5% | 2.2% | -0.3%
COc1cccc(-c2ccc3c(N)c(C(=O)c4ccc(Br)cc4)sc3n2)c1 | 0.4% | -12.7%[10.9 µM] | 12.6µM* | ?
N#Cc1c(NC(=O)Cn2cnc3ccccc3c2=O)oc(-c2ccccc2)c1-c1ccccc1 | ? | -11.3% | 33.0%[activator] | 19.5%
CCOc1ccc(/C(O)=C2/C(=O)C(=O)N(CCOCCO)C2c2ccc(F)cc2)cc1 (stereo unspecified) | -3.5% | -15.7% | 1.4% | 4.6%
CCn1c(Cc2ccc(OC)cc2)nnc1SCC(=O)NC1CCCCC1 | 10.3% | -11.7% | 1.9% | 6.3%
O=C(CSc1nc2ncccc2[nH]1)NCc1ccccc1 | -2.4% | -5.1% | 8.0% | 5.1%
CC(=O)c1ccc(N2CCN(C(=O)Cn3ncc4c3-c3ccccc3OC4)CC2)cc1 | ? | -12.0%[10.9 µM] | -25.8% | 3.7%
COc1cccc(NC(=O)CSc2nc(=O)n(Cc3ccncc3)c3c2CCC3)c1 | ? | 17.9%[10.9 µM] | -2.0% | 0.6%
O=C(Cn1c(=O)n2nc(-c3cccc(F)c3)nc2c2ccccc21)NCc1ccc(Cl)cc1 | 0.0% | 5.3%[10.9 µM] | 7.0% | -3.2%
CC1=C(c2ccc(C)c(C)c2)S(=O)(=O)N=C1N1CCC(C(=O)Nc2ccc(Cl)cc2)CC1 | ? | -8.6%[10.9 µM] | -17.3% | -28.0%
CC(=O)Nc1ccc(NC(=O)c2cc(CN3CCCC3)on2)cc1 | -1.1% | -3.1%[10.9 µM] | -9.4% | -3.3%
O=C1c2ccccc2S(=O)(=O)N1CC(O)COc1ccc(Br)cc1 (stereo unspecified) | -1.8% | -9.7% | 0.0% | 8.6%
C#CCN1C(C)=C(C(=O)OC)[C@@H](c2cccc([N+](=O)[O-])c2)C(C(=O)OCC)=C1C | 2.7% | / | 17.6% | 6.2%
CC(=O)c1c(C(C)=O)c(C)n(C2CCCCC2)c1C | / | / | 15.7% | -5.2%
